sgs1 mgt1 – NCI yeast anticancer drug screen, S. cerevisiae sgs1 mgt1 strain | % growth inhibition at 50 µM | hit rate 10% among 78,000 | AID 161;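 also: 0% = growth of vehicle-only cultures of the same strain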
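Growth of a repair-deficient yeast mutant was monitored after compound treatment and expressed as inhibition relative to vehicle-treated cultures.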
yeast mec2-1 – NCI yeast anticancer drug screen, S. cerevisiae mec2-1 strain; hit rate 9% among 79,000; % growth inhibition at 50 µM;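 also: 0% = growth of vehicle-only cultures of the same strain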
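mec2-1 yeast strain, carrying an alteration in DNA damage repair or cell cycle control, was exposed to compounds; growth inhibition was measured relative to vehicle-treated controls.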
bub3 – NCI yeast anticancer drug screen, S. cerevisiae bub3 mutant strain. % growth inhibition at 50 µM. hit rate 9.9% among 78,000;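 also: 0% = growth of vehicle-only cultures of the same strain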
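Screening used yeast with an engineered genetic alteration affecting cell cycle control. Compound-exposed cultures were compared with vehicle cultures, and reduced growth was taken as inhibition.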
yeast mlh1 rad18 – NCI yeast anticancer drug screen, S. cerevisiae mlh1 rad18 strain; AID 175; growth inhibition, % at 50 µM; hit rate 11% among 79,000;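 also: 0% = growth of vehicle-only cultures of the same strain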
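Genetically defined yeast (DNA repair-deficient) exposed to compounds; growth inhibition determined relative to vehicle.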
yeast rad50 – NCI yeast anticancer drug screen, S. cerevisiae rad50 strain; growth inhibition, % at 50 µM; hit rate 10% among 79,000;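 also: 0% = growth of vehicle-only cultures of the same strain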
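Readout: growth inhibition relative to vehicle-treated cultures. Compound exposure was carried out in a genetically defined yeast strain deficient in DNA damage repair.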
cln2 rad14 – NCI yeast anticancer drug screen, S. cerevisiae cln2 rad14 strain | % growth inhibition at 50 µM | hit rate 8.3% among 78,000 | AID 165;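 also: 0% = growth of vehicle-only cultures of the same strain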
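Test compounds were added to cln2 rad14 yeast cultures; inhibition of growth was then determined by comparison with vehicle treatment.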
An asterisk follows results filed as active. Rule as the data show it: active = growth inhibition above about 70%; inactive = the rest. An excerpt, so the mix of outcomes need not match the whole.

1. COc1ccc2c(=O)c3ccccc3oc2c1CN(CCCl)CCCl
2. [I][Hg][CH2]C1COCC([CH2][Hg][I])O1 (configuration not stated)
3. [N-]=[N+]=NS(=O)(=O)c1cccc([N+](=O)[O-])c1
4. O=c1cc(O)c1=O
5. CC(=O)[O][Pb]([O]C(C)=O)([O]C(C)=O)[c]1ccccc1
6. [Cl][Sn]1([Cl])[CH2]CCCCCC[CH2][Sn]([Cl])([Cl])[CH2]CCCCCC[CH2]1
compound no.,1,2,3,4,5,6
sgs1 mgt1,-5,99*,89*,-6,94*,24
yeast mec2-1,16,100*,87*,18,94*,7
bub3,-3,100*,91*,17,92*,-2
yeast mlh1 rad18,-8,99*,93*,32,91*,19
yeast rad50,20,99*,80*,23,90*,26
cln2 rad14,13,98*,91*,15,89*,34

As entered above:
Entry of #6 under yeast mec2-1: 7
Entry of #2 under yeast mlh1 rad18: 99*
Entry of #5 under yeast mlh1 rad18: 91*
Entry of #4 under yeast mec2-1: 18
Entry of #3 under yeast rad50: 80*

New compounds follow
7. CC(/C=C/C1OC(=O)C=CC1C)=C\C(C)C/C=C/C(C)=C/C(CO)C(=O)C(C)C(O)C(C)C/C(C)=C/C(=O)O (configuration not stated)
8. [C-]#[O+].[C-]#[O+].[C-]#[O+].[Cl-].[Ru+2].c1ccc([PH+](CC[PH+](c2ccccc2)c2ccccc2)CC[PH+](c2ccccc2)c2ccccc2)cc1
9. O=S(=O)(F)c1cc(Cl)c(O)c(S(=O)(=O)F)c1
10. Oc1ccccc1C=NC1CCCCC1.Oc1ccccc1C=NC1CCCCC1.[Ni+2]
11. NN
12. N=c1nc(N)n2c(N)nc(=N)n12
compound no.,7,8,9,10,11,12
sgs1 mgt1,82*,93*,6,29,-12,-2
yeast mec2-1,62,93*,6,-9,5,13
bub3,78*,92*,-3,0,-1,-2
yeast mlh1 rad18,87*,91*,10,-15,-12,2
yeast rad50,73*,91*,10,39,-6,20
cln2 rad14,63,92*,4,-41,-18,4

Compound profiles (already shown).
O=S(=O)(F)c1cc(Cl)c(O)c(S(=O)(=O)F)c1 in the list: sgs1 mgt1 = 6; yeast mec2-1 = 6; bub3 = -3; yeast mlh1 rad18 = 10; yeast rad50 = 10; cln2 rad14 = 4
CC(/C=C/C1OC(=O)C=CC1C)=C\C(C)C/C=C/C(C)=C/C(CO)C(=O)C(C)C(O)C(C)C/C(C)=C/C(=O)O (configuration not stated) in the list: sgs1 mgt1 = 82*; yeast mec2-1 = 62; bub3 = 78*; yeast mlh1 rad18 = 87*; yeast rad50 = 73*; cln2 rad14 = 63

Just yeast rad50 and sgs1 mgt1, for 2 of the compounds above:
cpd | structure | yeast rad50 | sgs1 mgt1
8 | [C-]#[O+].[C-]#[O+].[C-]#[O+].[Cl-].[Ru+2].c1ccc([PH+](CC[PH+](c2ccccc2)c2ccccc2)CC[PH+](c2ccccc2)c2ccccc2)cc1 | 91* | 93*
9 | O=S(=O)(F)c1cc(Cl)c(O)c(S(=O)(=O)F)c1 | 10 | 6
